# AID inhibitor – activation induced cytidine deaminase inhibition; Q9GZX7; Potency, µM (series often up to 115 µM), inactives show at the top dose activity change, negative = inhibition, hits mostly inhibitors; AID deamination FRET fluorescence, UDG-coupled, 4 h; 91,000 tested, 0.32% active; note: nearly all actives have a fitted effect of over 25% in size
# Target sequence (Q9GZX7 whole entry, looked up): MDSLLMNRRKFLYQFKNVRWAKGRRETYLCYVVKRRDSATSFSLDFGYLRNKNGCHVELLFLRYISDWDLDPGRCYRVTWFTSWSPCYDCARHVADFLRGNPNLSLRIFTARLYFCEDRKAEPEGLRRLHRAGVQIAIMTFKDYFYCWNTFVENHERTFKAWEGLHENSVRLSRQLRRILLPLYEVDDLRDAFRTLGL
# UDG counter – UDG inhibition counter-screen. Potency, µM (doses to about 115 µM), without a hit: at the top dose activity change, negative = inhibition, usual class: inhibitors. FRET deamination/UDG coupled assay, UDG read, 4 h. 91,000 tested, 0.14% active; note: nearly all actives have a fitted effect of over 65% in size
# Active calls of the source: *; u = inconclusive; [ ] = remark or other dose. Calls come from the whole dose curve; as a rule, active = well fitted curve in the direction sought with a large enough effect; inconclusive = small, poorly fitted or top-dose-only effect, or another doubt; inactive = no such curve, though single readings can be large; an effect the other way counts as inactive or inconclusive. % is set by controls: 0 for no effect and ±100 for the full control effect; potency is the fitted concentration of half-maximal effect. An excerpt (hit frequency here may not be typical).
SMILES,AID inhibitor,UDG counter
Cc1c(NC(=O)c2ccc(Br)o2)cccc1-c1nc2ccccc2o1,17%,11%
O=S(=O)(c1ccc(F)cc1)N1CCN(Cc2ncc(-c3ccc(F)cc3)o2)CC1,11%,0%
Cc1ccc(CS(=O)Cc2ccc(C(=O)NCCc3ccccc3)o2)cc1 (configuration not stated),-3%,-2%
Cc1nn(-c2nc3c(c(=O)n(Cc4ccccc4Cl)c(=O)n3C)n2C)c(C)c1C,4%,-9%
COc1cc(/C=C2\NC(=O)NC2=O)c(Br)cc1OCc1ccccc1F,9%,7%
COc1ccc(CCNC(=O)c2ccc(Cn3c(=O)[nH]c4cc(OC)c(OC)cc4c3=O)cc2)cc1OC,-6%,-9%
O=C(NCc1cccs1)c1ccc(CSc2nc3cccnc3n2Cc2ccccc2)cc1,5%,2%
O=C(O)CSCc1ccncc1,4%,-4%
Cc1nc(N)sc1Cc1ccccc1,7%,2%
CCOC(=O)C1=C(C)NC(=O)C1(NC(=O)c1ccccc1Cl)C(F)(F)F (configuration not stated),-7%,-6%
COc1ccccc1NC(=O)N1CCN(c2nnc(C)c3c(C)n(-c4ccccc4)nc23)CC1,-27%,-6%
O=Cc1cn[nH]c1-c1ccccc1,-3%,-5%
O=C(Nc1ccc(Cl)cc1Cl)c1cc(S(=O)(=O)N2CCCCCC2)ccc1F,-2%,-10%
CN(C)c1ccc(-c2nnc3n(Cc4ccccc4)c(=O)c4ccccc4n23)cc1,u,4%
CCC(CNC(=O)c1cc(=O)c2ccccc2o1)c1ccccc1 (configuration not stated),-14%,0%
S=C(NCc1ccccc1)N/N=C/c1ccc(OCCOc2ccc(Br)cc2)cc1,2%,1%
COc1ccc(CNC(=O)c2ccc3c(c2)NC(=O)CCS3)cn1,-4%,3%
Cc1ccc(F)cc1NC(=O)Cn1cnc2c1c(=O)n(C)c(=O)n2C,-5%,-6%
COc1cc2ccccc2cc1C(=O)Nc1ccc2oc(-c3cccc(Cl)c3Cl)nc2c1,12%[57.5 µM],-5%[57.5 µM]
N#CC1=C(SCc2ccc(C#N)cc2)NC(=O)C(C#N)C12CCCCC2 (configuration not stated),9%,4%
O=S(=O)(c1cccnc1)N1CCn2cccc2C1c1ccccc1F (configuration not stated),-10%,u
COc1ccc(OC)c(CNC(=O)c2c(C)oc3ncn(CC(C)C)c(=O)c23)c1,u,-16%
CCN(CC)CCNC(=O)c1ccc2c(=O)n3nc(Nc4cccc(Cl)c4C)sc3nc2c1,u,-14%
Cc1ccccc1NC(=O)Cn1nc(-c2ccccc2)nc(Cc2ccccc2)c1=O,17%,-6%
Cc1cccc(C)c1N=C1NN=C(c2ccc3c(c2)CC(C)N3S(C)(=O)=O)CS1 (configuration not stated),-6%,-2%
# Next part
SMILES,AID inhibitor,UDG counter
O=C(CCN1CCC(c2ccccc2)C1)c1ccccc1 (configuration not stated),-8%,-8%
COc1ccc(N2C(=O)CCSC23C(=O)N(Cc2ccc(F)cc2)c2ccccc23)cc1 (configuration not stated),u,8%
Cc1ccsc1CN(C(=O)COc1cccc(C)c1C)C1CCS(=O)(=O)C1 (configuration not stated),u,-12%
CC1CCCCN1CCNC(=O)COCc1cc(-c2cccs2)on1 (configuration not stated),2%,6%
COc1ccc(-c2nc3ccccc3o2)cc1NC(=O)c1ccccc1Cl,2%,4%
C/C(CC(C)(C)c1ccccc1)=N\N=C(N)N,-10%,2%
O=C(COC(=O)c1cccc(I)c1)c1ccc([N+](=O)[O-])cc1,-5%,-6%
CC(C)N1CCC(NC(=S)Nc2ccccc2C(F)(F)F)CC1,4%,1%
Cc1ccc(C(=O)NC23CC4CC(CC(C4)C2)C3)cc1Cl,0%,4%
Cc1oc(-c2ccc(C(=O)Nc3ccc(F)cc3F)cc2)nc1COc1ccccc1,-11%,17%
Cc1ccc(-n2ncc3c(NCc4ccccc4)ncnc32)cc1Cl,6%,-17%
c1ccc(C2CCCN2Cc2nnc(-c3ccco3)o2)cc1 (configuration not stated),8%,5%
Cc1c(CC(=O)NCCc2ccc(Cl)cc2)c(=O)oc2c(C)c3occ(C(C)(C)C)c3cc12,2%,2%
CCCCCCCOc1ccc(C(N)=O)cc1,-4%,-2%
Cn1c(C(=O)N2CCC(C(=O)NCCc3ccccc3)CC2)cc2sccc21,-17%,-17%
COc1ccc(Br)cc1C(=O)Nc1ccc2oc(-c3cccnc3)nc2c1,-8%,37%[activator]
CC(C)S(=O)(=O)CC(=O)O,4%,1%
COc1cc(NC(=O)c2ccc3c(c2)NC(=O)CS3)c(OC)cc1Cl,2%,1%
O=C1CSC(c2cccc(C(F)(F)F)c2)N1c1ccc(Br)cc1 (configuration not stated),-8%,6%
CCN1CCCC1CNCc1ccccc1 (configuration not stated),3%,-6%
COC(=O)c1cc(-c2ccc(F)cc2)nc2onc(C3CC3)c12,-1%,-7%
CCS(=O)(=O)N1CC(=O)N(c2ccc(C)c(C)c2)C(C)(C(=O)NC2CCCCC2)C1 (configuration not stated),6%,u
CC(C)N(Cc1ccccc1)C(=O)Cn1ncc2c([nH]c3ccccc32)c1=O,-27%,-13%[57.5 µM]
CCc1cccc(NC(=O)C2CCCN(S(=O)(=O)c3cccs3)C2)c1 (configuration not stated),u,-18%
O=C(Nc1ccc(Br)cc1F)N1CCC(CN2CCc3ccccc3C2)CC1,30%[activator],-9%

# In another format: entries from further up.
SMILES | AID inhibitor | UDG counter
Cc1nn(-c2nc3c(c(=O)n(Cc4ccccc4Cl)c(=O)n3C)n2C)c(C)c1C | 4% | -9%
COc1cc(/C=C2\NC(=O)NC2=O)c(Br)cc1OCc1ccccc1F | 9% | 7%
COc1ccc(CCNC(=O)c2ccc(Cn3c(=O)[nH]c4cc(OC)c(OC)cc4c3=O)cc2)cc1OC | -6% | -9%
O=C(NCc1cccs1)c1ccc(CSc2nc3cccnc3n2Cc2ccccc2)cc1 | 5% | 2%
O=C(O)CSCc1ccncc1 | 4% | -4%
Cc1nc(N)sc1Cc1ccccc1 | 7% | 2%

# One compound at a time (already shown). Screens in order: AID inhibitor | UDG counter
# Results for `Cc1ccc(C(=O)NC23CC4CC(CC(C4)C2)C3)cc1Cl` → 0% | 4%
# Results for `O=C1CSC(c2cccc(C(F)(F)F)c2)N1c1ccc(Br)cc1` (configuration not stated) → -8% | 6%
# Results for `Cn1c(C(=O)N2CCC(C(=O)NCCc3ccccc3)CC2)cc2sccc21` → -17% | -17%
# Results for `COc1ccc(Br)cc1C(=O)Nc1ccc2oc(-c3cccnc3)nc2c1` → -8% | 37%[activator]

# Later entries.
SMILES,AID inhibitor,UDG counter
Cc1cccc(CSc2nc(=O)c3c(n2C)NC(=O)CC3c2cc(F)cc(F)c2)c1 (configuration not stated),-9%,3%
Cc1ccc2oc(-c3ccc(Cl)c(NC(=O)Cc4ccccc4)c3)nc2c1,20%,16%
Cc1cccc(/C=C/c2onc(C)c2S(=O)(=O)N2CCC(C(=O)N3CCC(C)CC3)CC2)c1,3%,-14%
Cc1ccc(S(=O)(=O)N2CCN(C(C)c3nc4ccccc4c(=O)[nH]3)CC2)c(C)c1 (configuration not stated),-7%,3%
Cc1cccc(-c2nc(CCNC(=O)COc3ccccc3)cs2)c1,u,-4%[57.5 µM]
COc1ccc(C(=O)N2CCN(C(=O)Cc3cc(OC)c(OC)c(OC)c3)CC2)cc1,4%,-5%
CC(C)c1noc(COc2ccc(C(=O)NC3CCCC3)cc2)n1,-1%,3%
Cc1oc2ccc(O)c(CN3CCCCC3)c2c1C(=O)Nc1cccc(C(F)(F)F)c1,-3%,6%
CCOc1ccc(NC(=O)Cc2coc3ccc(C)cc23)cc1,-5%,0%
O=C(CCn1ccc2cc(S(=O)(=O)N3CCCC3)ccc21)NCc1ccccc1Cl,u,-17%
CCCCn1c(SCC(=O)NC(C)(C)C)nc2cc(C(=O)OC)ccc2c1=O,-16%,0%
O=C(Cn1c(=O)n(CCc2ccccc2)c(=O)c2c3c(sc21)CCCC3)Nc1ccc(F)c(F)c1,-8%,-4%
C=CCNC(=O)C(=O)NCc1cccc(OC)c1,-4%,-2%
CCOc1ccc(CNc2nc(NCc3ccc(OCC)cc3)n(C(=O)C(C)C)n2)cc1,0%,-7%
O=C(c1ccc(F)cc1)[C@@H]1[C@@H]2CCCN2[C@]2(C(=O)Nc3ccc(F)cc32)[C@@]12C(=O)Nc1ccccc12,-2%,-5%
Clc1ccccc1/C=N/C(/N=C/c1ccccc1Cl)c1ccccc1Cl,-2%,2%
COc1ccc(S(=O)(=O)NCCc2csc3nc(-c4ccccc4)nn23)cc1OC,-18%,4%[57.5 µM]
COCCN(CC(N)=O)S(=O)(=O)c1cc(F)ccc1C,-1%,4%
Cc1ccc(NC(=O)c2nccnc2N)cc1F,-14%,-9%
C=CCOc1ccc(Cl)cc1CNC1CCCC1,0%,6%
O=C(/C=C\c1ccc2c(c1)OCO2)NC1CC(=O)N(c2ccc(F)cc2)C1 (configuration not stated),-8%,-10%
Cc1noc(C)c1C(=O)Nc1sc2c(c1C(N)=O)CCC(C)C2 (configuration not stated),8%,-6%
Cc1ccc(-c2nc3sc(CCNC(=O)c4ccc(C)c(C)c4)c(C)n3n2)cc1,u,-17%
COc1ccccc1NC(=O)C1=C(C)Nc2ncnn2C1c1ccccc1C(=O)O (configuration not stated),16%[57.5 µM],1%[57.5 µM]
O=C(COc1ccc(Cl)cc1)Nc1nc2n(n1)C(c1ccccc1)CC(=O)N2 (configuration not stated),-4%,-2%
# More structures follow:
SMILES,AID inhibitor,UDG counter
Cc1ccc(S(=O)(=O)c2nc(-c3cccs3)oc2SC(C)c2ccccc2)cc1 (configuration not stated),24%,-22%
CCCNC(=O)c1ccc(-n2c(-c3ccccc3)cc3c2CCC(C)C3)cc1 (configuration not stated),-3%,-3%[57.5 µM]
COc1ccc(CNC(=O)C(C)Cl)cc1 (configuration not stated),0%,-1%
CCOC(=O)c1cnc2c(ccc3ccccc32)c1Nc1ccccc1OCC,9%,-22%
CCc1nn(CC(=O)NC(C)c2ccccc2)c(=O)c2cc3sccc3n12 (configuration not stated),1%,9%
Cc1ccc(S(=O)(=O)C(CNS(=O)(=O)c2cc(F)ccc2F)c2cccs2)cc1 (configuration not stated),26%,-2%
Cc1nnc(NCc2ccc(F)cc2)c2c1nnn2Cc1ccccc1Cl,-8%,-12%
COC(=O)c1ccccc1NC(=O)CSc1nc2sc3c(c2c(=O)[nH]1)CCCC3,4%,2%
CC1(C)CCc2cc3c4c(/c(=N\O)oc3cc2O1)CCCC4,-5%,0%
Cc1ccc(-n2c(/C=C/c3c(C)n(C)c4ccccc34)nc3ccccc3c2=O)cc1,82%[activator],-6%
Cc1ccc(OCC(=O)OC2=C(C(=O)c3ccccc3)N(C)S(=O)(=O)c3ccccc32)cc1,42%[activator][57.5 µM],0%[57.5 µM]
CCCC(C)NC(=O)c1cccs1 (configuration not stated),-5%,-3%
Cc1nnc(N2CCN(c3cccc(Cl)c3)CC2)c2c1nnn2Cc1ccc(F)cc1,13%,-7%
Cc1ccc(C)c(Nc2cc(C(=O)NC3CCCC3)c3ccccc3n2)c1,4%,-17%[57.5 µM]
COc1ccc(C(=O)c2ccccc2)c(OC)c1,-1%,2%
COc1ccc(C(=O)CN2C(=O)N(c3cc(C)cc(C)c3)S(=O)(=O)c3ccccc32)cc1,-20%,-12%
O=C(c1cccnc1)N1CCN(Cc2c[nH]c3ccccc23)CC1,1%,38%[activator]
Cn1c(SCC(=O)N2CCCc3ccccc32)ncc(C(=O)Nc2ccccc2)c1=O,-2%,3%
COc1ccc(-c2nsc(NC(=O)c3ccccc3Br)n2)cc1,-10%,6%[57.5 µM]
COc1ccc2cc(C(=O)N3CCN(c4cccc(C)c4C)CC3)c(C)nc2c1,-14%,-14%
COCC(=O)Oc1c(Sc2ccc(C)cc2)c(C)nn1C(C)(C)C,0%,-22%
COc1ccc(NC(=O)CSc2nc(-c3ccco3)cc(C(F)(F)F)n2)cc1,11%,-5%
COc1ccc(NC(=O)C(Cc2ccccc2)NS(=O)(=O)c2ccc3c(c2)CCC(=O)N3)c(OC)c1 (configuration not stated),22%,-5%
O=C(Nc1cccc2cccnc12)C1(c2ccccc2)CCC1,-10%,-1%
Cc1oc2ccc(O)c(CN3CCCCCC3)c2c1C(=O)Nc1cccc(C(F)(F)F)c1,-27%,0%
CCc1cccc(CC)c1NC(=O)CCc1ncc(-c2ccccc2)o1,-2%,0%

# Assay outcomes: PubChem, National Center for Advancing Translational Sciences (NCATS)
